Compound activity from PubChem.
tim10-1 inh – growth inhibitors of tim10-1 mutant yeast, primary screen, luminescence, uHTS; 330,000 compounds, 2.2% hits; inhibition, % at 20 µM; S. cerevisiae tim10-1 ts strain growth, BacTiter-Glo, 24 h; AID 463190, 2010;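 active = inhibition of at least 40%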;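 note: mutant grown at 25 °C; 0% = DMSO wells with yeast and 100% = wells holding no yeast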
TIM10 inh – growth inhibitors of isogenic TIM10 control yeast, primary screen, counter-screen for tim10-1 yeast inhibitor project, luminescence, uHTS | inhibition, % at 10 µM | AID 463195, 2010 | 330,000 compounds, 1.4% hits | S. cerevisiae TIM10 strain growth, BacTiter-Glo luminescence, 24 h;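 active = inhibition of 40% or more at the single tested concentration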;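 note: wild-type TIM10 isogenic control strain grown at permissive 25 °C; 0% = DMSO yeast wells and 100% = minimal medium wells without yeast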
hIAP block – human IAP inhibitors, primary screen, biochemical, luminescence, uHTS | 330,000 compounds, 0.12% hits | AID 2544, 2010 | Intestinal-type alkaline phosphatase (Homo sapiens), P09923 | purified IAP, CDP-Star luminescence, 30 min | inhibition, % at 10 µM;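 active = inhibition reaching a set limit with compound at 10 µM in the primary screen, cut at about 35% in these data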;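 note: plate controls were DMSO wells with enzyme for no effect and no-enzyme buffer wells for full effect; values of inactives mirror those of a sister screen read the other way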
A3A deaminase – APOBEC3A ssDNA deaminase inhibitors, primary screen, selectivity assay for APOBEC3G inhibitor project, biochemical, FAM/TAMRA oligo cleavage fluorescence; DNA dC->dU-editing enzyme APOBEC-3A (Homo sapiens), P31941; recombinant A3A, FAM/TAMRA ssDNA deamination fluorescence; inhibition, % at 20 µM; 330,000 compounds, 0.41% hits; AID 493011, 2011;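 active = at least 40% inhibition at 20 µM here, with at most 30% in a related deaminase screen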;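 note: plate controls were A3A with DMSO for no effect and wells lacking A3A enzyme for full effect; some results filed as inactive read as strong as hits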
Target sequence (P31941 whole entry, looked up): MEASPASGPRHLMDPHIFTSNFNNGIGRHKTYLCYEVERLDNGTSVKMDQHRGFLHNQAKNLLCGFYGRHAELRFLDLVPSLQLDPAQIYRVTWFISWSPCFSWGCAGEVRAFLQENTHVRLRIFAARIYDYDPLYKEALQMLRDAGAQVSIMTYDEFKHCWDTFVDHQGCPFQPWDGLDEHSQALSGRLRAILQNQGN
NLRP3 yeast inh – NALP3 inflammasome inhibitors in reconstituted yeast, primary screen, luminescence, uHTS; Yeast reconstituted NLRP3/ASC/caspase-1, beta-gal luminescence, 24 h; inhibition, % at 10 µM; 330,000 compounds, 0.39% hits; AID 2825, 2010;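 active = inhibition of 50% or more; inactive = inhibition below 50%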;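 note: plate controls were induced DMSO wells for no effect and uninduced yeast grown without galactose for full effect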
beta cell repl – inducers of MIN6 beta-cell proliferation, primary screen, ATP luminescence, uHTS. MIN6 cells proliferation, ATPlite luminescence, 48 h; cells starved in 0.2% serum; 100% = growth in 10% serum. 330,000 compounds, 0.29% hits. proliferation, % at 10 µM;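 active = compounds whose signal lies at least 3.5 SD above the mean of all wells on their plate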;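 note: 0% = DMSO-treated cells in low-serum medium and 100% = 10% serum control; some compounds called inactive have numbers as strong as hits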
mIAP block – inhibitors of mouse IAP, primary screen, biochemical, luminescence, uHTS; intestinal alkaline phosphatase [Mus musculus]; inhibition, % at 10 µM; purified mouse IAP, CDP-Star luminescence, 30 min; AID 2806, 2010; 330,000 compounds, 0.2% hits;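 active = inhibition of at least 40% at 10 µM in the primary screen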;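 note: plate controls were DMSO with enzyme for no effect and no enzyme wells for full effect; values of inactives mirror those of a sister screen read the other way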
mIAP activ – activators of mouse IAP, primary screen, biochemical, luminescence, uHTS; intestinal alkaline phosphatase [Mus musculus]; muIAP, CDP-Star luminescence, 30 min; stronger effect = higher value; 1 = vehicle-only enzyme signal, 0 = enzyme-free wells; activation factor at 10 µM; 330,000 compounds, 0.24% hits;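 active = activation factor of at least 2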; note: the source names both 10 and 20 µM as test concentration; values of inactives mirror those of a sister screen read the other way
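Assay system: mouse IAP enzyme; reagent: chemiluminescent substrate CDP-Star; dosing: test compounds delivered from DMSO solution; schedule: 30 min at room temperature; measured by: luminescence from enzymatic CDP-Star hydrolysis; controls: DMSO-only wells and no-enzyme negative control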
A3G deaminase – APOBEC3G DNA deaminase inhibitors, primary screen, biochemical, fluorescence, single-stranded DNA substrate, uHTS | recombinant A3G, ssDNA deamination FAM/TAMRA fluorescence | inhibition, % at 20 µM | 330,000 compounds, 0.28% hits | DNA dC->dU-editing enzyme APOBEC-3G (Homo sapiens), Q9HC16;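 active = inhibition of at least 40% at 20 µM, with no more than 30% in the related APOBEC3A deaminase screen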;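 note: plate controls were DMSO wells with A3G for no effect and wells lacking A3G enzyme for full effect; some compounds called inactive have numbers as strong as hits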
Target sequence (Q9HC16 whole entry, looked up): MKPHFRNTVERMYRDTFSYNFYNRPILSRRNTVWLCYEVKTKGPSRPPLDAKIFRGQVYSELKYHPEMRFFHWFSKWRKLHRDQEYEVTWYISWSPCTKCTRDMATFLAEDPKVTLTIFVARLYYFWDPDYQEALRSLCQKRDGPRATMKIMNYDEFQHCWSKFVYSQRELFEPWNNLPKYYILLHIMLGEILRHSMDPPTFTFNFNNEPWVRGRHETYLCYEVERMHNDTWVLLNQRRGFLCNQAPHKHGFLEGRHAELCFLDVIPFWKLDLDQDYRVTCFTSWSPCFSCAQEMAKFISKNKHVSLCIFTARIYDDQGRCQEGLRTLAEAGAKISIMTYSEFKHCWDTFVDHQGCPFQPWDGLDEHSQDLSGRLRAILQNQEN
* = called active by the depositor. No enrichment for hits; any-hit rate near 4.6%.

SMILES | tim10-1 inh | TIM10 inh | hIAP block | A3A deaminase | NLRP3 yeast inh | beta cell repl | mIAP block | mIAP activ | A3G deaminase
Cc1ccc(CSCc2ccc(C(=O)NCCCN3CCOCC3)o2)cc1 | -10 | -11 | -15 | 3 | 2 | 1 | -6 | 1.1 | -1
COc1cc(C2CC(=O)N3CN(Cc4ccco4)CSC3=C2C#N)ccc1OCc1ccccc1 (stereo not drawn) | 1 | -2 | 0 | -2 | 11 | 6 | 19 | 0.81 | 3
CC(c1ccccn1)N(C)C(=O)c1ccc2nc(Cc3cccc(Cl)c3)oc2c1 (stereo not drawn) | 28 | 13 | 2 | 0 | 13 | 1 | -2 | 1 | -5
CC(C)NC(=O)N(C)C[C@H]1Oc2ccc(NS(=O)(=O)c3ccc(Cl)cc3)cc2CC(=O)N([C@@H](C)CO)C[C@@H]1C | -7 | 0 | -14 | -4 | 17 | -1 | -5 | 1.1 | -3
CCNC(=S)NNC(=O)c1ccccn1 | -14 | -17 | -68 | -3 | -1 | -3 | 20 | 0.8 | -9
CCOC(=O)c1c(C)[nH]c(C)c1C(=O)COC(=O)/C=C/c1ccco1 | 6 | -1 | -7 | 5 | 21 | -2 | -2 | 1 | -6
CC1CCCCC1NC(=O)CSc1nnnn1-c1ccccc1 (stereo not drawn) | 18 | 8 | 9 | 1 | 3 | -2 | -2 | 1 | 2
O=C(Cn1c(=O)[nH]c2ccsc2c1=O)NC1CCCCCC1 | 8 | -27 | 2 | -1 | 18 | -3 | 0 | 1 | -4
CC(=O)NS(=O)(=O)c1ccc(NC(=O)/C=C/c2cn(-c3ccccc3)nc2-c2ccccc2)cc1 | 8 | 2 | 12 | -4 | 5 | 0 | 5 | 0.95 | -6
CCOC(=O)C1CCN(Cc2ccc(Cl)c(Cl)c2)CC1 | -5 | 0 | 12 | -2 | 9 | 0 | 5 | 0.95 | -6

Complete entries, quoted from the list. Order of values: tim10-1 inh, TIM10 inh, hIAP block, A3A deaminase, NLRP3 yeast inh, beta cell repl, mIAP block, mIAP activ, A3G deaminase
CCOC(=O)c1c(C)[nH]c(C)c1C(=O)COC(=O)/C=C/c1ccco1 reads 6, -1, -7, 5, 21, -2, -2, 1, -6
COc1cc(C2CC(=O)N3CN(Cc4ccco4)CSC3=C2C#N)ccc1OCc1ccccc1 (stereo not drawn) reads 1, -2, 0, -2, 11, 6, 19, 0.81, 3

(list continues)
SMILES | tim10-1 inh | TIM10 inh | hIAP block | A3A deaminase | NLRP3 yeast inh | beta cell repl | mIAP block | mIAP activ | A3G deaminase
CC(C)n1c(C(O)c2ccccc2)nc2ccccc21 (stereo not drawn) | 14 | 10 | -22 | 1 | 17 | -2 | -11 | 1.1 | -1
CCCOCn1cc(F)c(=O)[nH]c1=O | 8 | 0 | 13 | -2 | 12 | 0 | -3 | 1 | -10
COc1ccc(-c2oc(=O)c3cc(OC)c(OC)cc3c2/C=C/c2cccc([N+](=O)[O-])c2)cc1 | 7 | -1 | 13 | 28 | 6 | -7 | 3 | 0.97 | -2
COc1ccc(CC(=O)OCC(=O)c2c(N)n(C)c(=O)n(C)c2=O)cc1OC | 15 | -1 | -10 | 2 | 10 | -2 | -10 | 1.1 | -9
CCOc1ccc(/C(O)=C2/C(=O)C(=O)N(CCOCCO)C2c2ccccn2)cc1 (stereo not drawn) | 9 | -31 | 2 | -3 | -2 | 1 | -6 | 1.1 | -8
C=CCN(c1ccccc1C(=O)O)S(=O)(=O)c1ccc(NC(=O)OC)cc1 | 8 | -11 | 0 | 1 | 6 | 0 | -1 | 1 | -8
CC1=C(C(=O)OC(C)C)C(c2cn(-c3ccccc3)nc2-c2cccs2)NC(=O)N1 (stereo not drawn) | 15 | 27 | -10 | -1 | 11 | -1 | 4 | 0.96 | -5
CCOC(=O)c1c(-c2ccc(C)cc2)cn2ccccc12 | 10 | -8 | 28 | -1 | 10 | -3 | -2 | 1 | -1
O=c1[nH]c(C(F)(F)F)nc2ccccc12 | 1 | -15 | 3 | -3 | -5 | 1 | -6 | 1.1 | -3
O=C(CSc1nnc(Cc2ccccc2)o1)N1CCOCC1 | -8 | -4 | 12 | 0 | -6 | -1 | 2 | 0.98 | -1
O=C(N/N=C/c1ccc(Br)s1)c1c[nH]c2ccccc12 | -14 | 2 | -4 | -1 | 1 | 0 | 0 | 0.99 | -1
COc1ccc(-c2ccc(-c3noc(-c4cccs4)n3)c(OC)n2)cc1 | 13 | 9 | -3 | -3 | 13 | -4 | 0 | 1 | 4
O=C(NCc1ccc2c(c1)OCO2)C1CC(c2ccccc2O)=NO1 (stereo not drawn) | 8 | 9 | -4 | 0 | 19 | 4 | 3 | 0.97 | -2
CCn1c(Cn2nnc(-c3ccccc3)n2)nnc1SCC(=O)Nc1ccccc1 | 4 | -1 | 30 | -2 | 20 | -2 | 13 | 0.87 | -3
Cc1ccc(OCC(=O)NCc2n[nH]c(=O)c3ccccc23)cc1 | -7 | 1 | -10 | -1 | 14 | 1 | 6 | 0.94 | -7
CCOC(=O)c1cc(C)nc(N2CCCCC2)c1C#N | -35 | -21 | -6 | 0 | 39 | 4 | 3 | 0.97 | -12
CC(=O)N1c2ccc(S(=O)(=O)N3CCCC(C(=O)Nc4ccc(F)cc4)C3)cc2CC1C (stereo not drawn) | 7 | -5 | 14 | -2 | 16 | -1 | 37 | 0.63 | -6
COc1ccc(NC(=O)CCCSc2nc(-c3ccco3)cc(C(F)(F)F)n2)cc1OC | 9 | 5 | -6 | 2 | 9 | -5 | 11 | 0.89 | -3
CCOC(=O)c1sc(NC(=O)c2ccc3nc[nH]c3c2)nc1C | 5 | 4 | -44 | -5 | 19 | -3 | 18 | 0.82 | -8
COc1ccc(Cn2c(O)cc(=O)[nH]c2=O)cc1 | -18 | -2 | 13 | -4 | 19 | -4 | 13 | 0.87 | -4
Cc1cc(=O)n(CNC(=O)c2ccccc2)c(=S)[nH]1 | -7 | 3 | 15 | -5 | 8 | 2 | 3 | 0.97 | -7
Cc1ccc(S(=O)(=O)NCCC(=O)NC2CCCCCC2)cc1C | 0 | -12 | 0 | -1 | 8 | 0 | 3 | 0.97 | -4
COc1ccc(C2CC(=O)C=C(NCc3ccc4c(c3)OCO4)C2)cc1 (stereo not drawn) | 15 | 20 | 10 | 2 | -5 | 0 | -8 | 1.1 | 0
Cc1noc(C)c1CSc1nc2ccccc2[nH]1 | -7 | -12 | -11 | 2 | 25 | 1 | 11 | 0.89 | 9
COc1ccc(C(C#N)N2CCCCCC2)cc1OC (stereo not drawn) | 2 | 6 | -9 | -10 | 7 | -2 | -4 | 1 | -8
O=C(Nc1cc(-c2ccccc2)sc1C(=O)O)c1cccc(F)c1 | 36 | 8 | 4 | -7 | 7 | -6 | 0 | 1 | -8
FC(F)(F)c1nnc2ccc(NCc3cccnc3)nn12 | -12 | 5 | -5 | 0 | 3 | -3 | 2 | 0.98 | -2
Cc1cnc(C(=O)OCC(=O)NC2CCCCCC2)cn1 | -8 | -19 | -11 | 0 | 5 | -1 | 8 | 0.92 | -4
Cn1c(=O)c2c(SCC(=O)N3CCCCC3)nc(-c3ccccc3F)nc2n(C)c1=O | 20 | 2 | -18 | -3 | 5 | 0 | -3 | 1 | -7
COc1ccc(N2CC(C)Cn3c2nc2c3c(=O)n(CCN3CCOCC3)c(=O)n2C)cc1 (stereo not drawn) | 11 | 6 | -21 | 1 | 8 | 0 | -3 | 1 | 5
O=S(=O)(NCc1csc(-c2cccnc2)n1)c1ccc2c(c1)OCCO2 | 7 | -12 | -6 | 0 | 4 | -2 | 1 | 0.99 | -9
O=C(CNC(=O)c1ccc(Cl)cc1Cl)NCC1CCCO1 (stereo not drawn) | 0 | -8 | 17 | 1 | -6 | -2 | 11 | 0.89 | -7
O=C(CCc1c[nH]c2ccccc12)NCCc1ccc2c(c1)OCCO2 | 12 | 16 | -4 | -5 | 5 | -2 | 4 | 0.96 | -3
Cc1ccccc1C(=O)NC(CC(C)C)C(=O)NCC(C)(C)N1CCOCC1 (stereo not drawn) | -5 | 5 | 3 | -1 | -1 | 3 | -7 | 1.1 | -5
N#C/C(=C\c1cccc(Cl)c1)C(=O)c1ccccc1 | 31 | 15 | -7 | 3 | -3 | -3 | -6 | 1.1 | 3
Cc1ccc(Cn2ccc(NC(=O)c3cc(C)on3)n2)cc1 | 6 | -22 | 14 | -1 | 21 | -2 | 1 | 0.99 | -4
O=C(NCCOc1ccccc1)C(=O)c1c[nH]c2ccccc12 | -2 | 16 | 9 | -2 | 15 | 1 | 8 | 0.92 | -9
CCCNC(=O)C(Cc1cccc(C#N)c1)NC(=O)c1cccc([N+](=O)[O-])c1 (stereo not drawn) | 4 | 5 | -4 | -5 | 14 | 4 | -2 | 1 | -7
CCC(C)NC(=O)c1c(N)n(/N=C/c2cccnc2)c2nc3ccccc3nc12 (stereo not drawn) | 28 | 15 | 8 | -3 | 4 | -5 | 6 | 0.94 | -8
CCCCCN(C(=O)CCC(=O)OC(C)C(=O)Nc1cccc(C#N)c1)c1c(N)n(CCCC)c(=O)[nH]c1=O (stereo not drawn) | -6 | 6 | 6 | 0 | -3 | -4 | -1 | 1 | -5
CCN(CC)c1ccc(NC(=O)C(C)C)cc1 | 4 | 4 | 9 | -1 | 0 | -2 | -4 | 1 | 1
O=C(CCCN1C(=O)C2CCCCN2C1=O)N1CCN(c2ccc([N+](=O)[O-])cc2)CC1 (stereo not drawn) | 16 | 9 | 1 | 4 | 16 | 1 | -10 | 1.1 | 1
O=C(CCc1c[nH]c2ccccc12)OCC(=O)N1CCN(S(=O)(=O)c2ccccc2)CC1 | 8 | 0 | -4 | -4 | 6 | 0 | -1 | 1 | -3
COc1cc(/C=C/C(=O)Nc2cc(C(F)(F)F)ccc2Cl)cc(OC)c1OC | 38 | 12 | 9 | 4 | 19 | -1 | 35 | 0.65 | 3
Cc1ccc(NC(=O)[C@H](Cc2ccccc2)NC(=O)[C@@H]2Cc3ccccc3CN2)c(C)c1 | -4 | 2 | 15 | -5 | 19 | -7 | 5 | 0.95 | -5
CC(C)Nc1nnc(SCc2cc(=O)n3ccsc3n2)s1 | 11 | -2 | -7 | 7 | -17 | 0 | 7 | 0.93 | 8
CCOC(=O)C1=C(COC(=O)CCOc2ccc(C)cc2)NC(=O)NC1C (stereo not drawn) | 33 | 12 | -8 | 1 | 10 | -5 | 1 | 0.99 | 2
Cc1cc2oc(=O)cc(COC(=O)c3n[nH]c4ccccc34)c2cc1C | 1 | -1 | -3 | -2 | 6 | 1 | 8 | 0.92 | -5
COc1ccc(S(=O)(=O)NNC(=O)Nc2ccc(C)cc2)c(OC)c1 | -24 | -3 | -11 | 1 | 6 | 5 | -1 | 1 | -6
